# 14-3-3 PPI = modulators of 14-3-3 gamma protein binding, primary screen, biochemical, fluorescence polarization; 160,000 compounds, 0.19% hits; 14-3-3 protein gamma (Homo sapiens), P61981; inhibition, % at 40 µM; FP, 14-3-3gamma / TMR-pS259-Raf peptide binding; in the data active = inhibition above about 30%;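 note: 0% = protein plus tracer without compound and 100% = blank with tracer alone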
# Target sequence (P61981 whole entry, looked up): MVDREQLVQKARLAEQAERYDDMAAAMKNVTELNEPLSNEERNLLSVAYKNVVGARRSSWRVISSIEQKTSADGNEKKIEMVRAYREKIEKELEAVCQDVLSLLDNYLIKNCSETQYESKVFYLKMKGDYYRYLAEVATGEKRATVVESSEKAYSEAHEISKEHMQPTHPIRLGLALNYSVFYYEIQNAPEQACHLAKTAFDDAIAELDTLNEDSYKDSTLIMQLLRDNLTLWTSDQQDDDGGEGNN
# Active calls of the source: *; & = joins results of further samples. A portion of the library (hit frequency here may not be typical).
cpd	mol	14-3-3 PPI
1	CC(=O)c1ccc(C(=O)Nc2nc(-c3ccc(Oc4ccccc4)cc3)cs2)cc1	5
2	COc1cc(CN2CCN(c3cccc(C)c3C)CC2)cc(Br)c1O	-2
3	COC(=O)NC1CSCC1OC(=O)CCN1C(=O)c2ccccc2C1=O (configuration not stated)	-6
4	Cc1cc(C)c(NC(=O)CN2CCN(C(c3ccccc3)c3ccccc3)CC2)c(C)c1	-6
5	CCCN1C(=O)C(Cc2nc3ccccc3c(=O)n2C)c2ccccc21 (configuration not stated)	-7
6	C=CCN(c1ccccc1C(=O)O)S(=O)(=O)c1ccc(C)cc1	3
7	CCOc1ccc(-n2ccnc2SCC(=O)NCc2ccc3c(c2)OCO3)cc1	-12
8	Nc1nc2c(s1)CC(c1ccccc1)CC2 (configuration not stated)	-2
9	COCCOC(=O)c1c(C)oc2ccc(OC(=O)c3ccc(OC)cc3)cc12	0
10	O=C(NCc1ccc(F)cc1)c1cc(-c2cccs2)on1	-13
11	Cc1csc(NC(=O)C2CCN(C(=O)CSc3nnc(C)n3Cc3ccccc3)CC2)n1	0
12	COc1ccc(-n2nc3c(c2NC(=O)c2ccc(S(=O)(=O)N4CCCCC4)cc2)CS(=O)C3)cc1 (configuration not stated)	2
13	COC(=O)CSC1=C(C#N)C(c2sccc2C)CC(=O)N1 (configuration not stated)	7
14	O=C(OCC(=O)N1CCc2ccccc21)c1cccnc1	-8
15	Cc1ccc2sc(-c3ccc(N=Cc4cccc([N+](=O)[O-])c4O)cc3)nc2c1	-9
16	COc1ccccc1N(CC(=O)Nc1c(C)n(C)n(-c2ccccc2)c1=O)S(=O)(=O)c1ccccc1	6
17	O=C(Nc1ccccc1C(F)(F)F)c1cnn2c(C(F)(F)F)cc(-c3ccccc3)nc12	4
18	O=C(Nc1cnc2ccccc2c1)C1COc2ccccc2O1 (configuration not stated)	-7
19	CC(C)NC(=O)COc1cccc(Cl)c1	-2
20	Cc1ccc(OCC(=O)Nc2cccc(-c3nc4ncccc4o3)c2)c(C)c1	-35
21	CC1CCC(C(=O)Nc2ccc3ccccc3c2)CC1 (configuration not stated)	-121
22	O=C1Nc2ccc(S(=O)(=O)Nc3ccc(-c4ccccc4)cc3)c3cccc1c23	-60
23	COc1ccc(Cl)cc1-n1c(C=Cc2cccc([N+](=O)[O-])c2)nc2ccccc2c1=O	-10
24	CCn1c(=NC(=O)CSC(C)=O)sc2cc(C(=O)OC)ccc21	-5
25	Cc1cc(NC(=O)c2ccccc2Cl)ccc1N1C(=O)c2ccc(Cl)cc2C1=O	0
26	COc1ccc(-c2nnc(NC(=O)c3ccccc3C)o2)cc1	-3
27	COc1ccc(-c2cc(=O)c3c(ccc4ccccc43)o2)cc1	5
28	Cc1cccc2cc(C#N)c(N3CCN(C)CC3)nc12	-15
29	CC(=O)N1CCc2cc(S(=O)(=O)NC(CC(C)C)C(=O)Nc3ccccc3F)ccc21 (configuration not stated)	-9
30	O=C(CC1SC(=Nc2ccccc2)N(c2ccccc2)C1=O)NCc1ccccc1 (configuration not stated)	-2
31	COC(=O)c1c(NC(=O)c2csc3ccccc23)sc2c1-c1ccccc1CC2	3
32	Cn1c(SCC(=O)NC2CC2)nnc1C(F)(F)F	6
33	O=C(CSc1nc2ccccc2n1S(=O)(=O)Cc1ccccc1)c1ccc(Cl)cc1	0
34	Cc1nc2sccn2c1-c1nc(-c2cc3ccccc3o2)cs1	-10
35	O=C(c1cccc([N+](=O)[O-])c1)N1CCN(S(=O)(=O)c2ccc3ccccc3c2)CC1	-7
36	Cc1cccc(C)c1NS(=O)(=O)c1cccnc1	0
37	CC(=O)N1CCN(C(=O)Nc2cccc(C(F)(F)F)c2)CC1	-2
38	Cn1c(N2CCN(c3ccccn3)CC2)nc2c1c(=O)n(Cc1ccc(Cl)cc1)c(=O)n2C	8
39	O=C(NCc1ccc2c(c1)OCO2)C1CCC(=O)N1Cc1ccc(F)cc1 (configuration not stated)	-2
40	CCc1cccc(NC(=O)C2CCN(S(=O)(=O)c3cccc4nonc34)CC2)c1	-12
41	COc1ccc(C2CC(C(F)(F)F)n3nc(C(=O)Nc4ccc5c(c4)CCC5)cc3N2)cc1 (configuration not stated)	4
42	O=C(c1ccc(Br)o1)N(c1ccc(Br)cc1)C1C=CS(=O)(=O)C1 (configuration not stated)	3
43	CCOc1ccc(-c2[nH]ncc2Oc2ccccc2OC)c(O)c1	-3
44	CNC(=O)Cn1cnc2c1c(=O)[nH]c(=O)n2C	-7
45	CC(C)c1ccc(NC(=O)C(Cc2ccccc2)NS(=O)(=O)c2ccc(Br)s2)cc1 (configuration not stated)	3
46	Cc1cc(OCC(=O)C(C)(C)C)c2c(C)c(C)c(=O)oc2c1	2
47	Cc1ccc(-c2nc3ncccc3o2)cc1NC(=O)COc1ccc(C(C)(C)C)cc1	3
48	CCOC(=O)c1c(-c2ccc(C)cc2)csc1NC(=O)C1c2ccccc2Oc2ccccc21	-17
49	O=C1CSC(c2cccc(F)c2)N1c1ccc(Oc2ccc(Cl)cc2)cc1 (configuration not stated)	-4
50	CCOc1ccc(-c2cn(-c3cccc(Cl)c3)c(=S)[nH]2)cc1	-343
51	O=C(c1ccco1)N1CCN(c2nc3ccccc3c(=O)n2-c2ccccc2)CC1	-7&-7
52	CCOc1ccc(S(=O)(=O)Nc2cc(Cl)ccc2OC)c2cccnc12	-24
53	O=C(OCCN1C(=O)c2ccccc2C1=O)c1ccc(S(=O)(=O)N2CCCCCC2)cc1	-4
54	CCN(CC)C1CCCCC1NS(=O)(=O)c1ccc(Cl)cc1 (configuration not stated)	3&-10
55	Cc1cccc(Cn2c(SCC(=O)Nc3ccccc3)nc3c2c(=O)[nH]c(=O)n3C)c1	2
56	O=C(O)CN1C(=O)C2CC=CCC2C1=O (configuration not stated)	-1
57	Cc1ccc(O)c(NC(=O)CCC2CCCCC2)c1	-5
58	O=c1c(C(c2ccc(O)cc2)c2c(O)nc3n(c2=O)CCCS3)c(O)nc2n1CCCS2	-1
59	CCC(c1nnnn1CC1CCCO1)N(CCN1CCOCC1)Cc1cc2cc(C)ccc2[nH]c1=O (configuration not stated)	-7
60	N#Cc1cc2c(nc1SCC(=O)NCc1ccc3c(c1)OCO3)CCCCC2	-3

# Ordered by length of the SMILES (falling): part of the list above
cpd	mol	14-3-3 PPI
16	COc1ccccc1N(CC(=O)Nc1c(C)n(C)n(-c2ccccc2)c1=O)S(=O)(=O)c1ccccc1	6
11	Cc1csc(NC(=O)C2CCN(C(=O)CSc3nnc(C)n3Cc3ccccc3)CC2)n1	0
33	O=C(CSc1nc2ccccc2n1S(=O)(=O)Cc1ccccc1)c1ccc(Cl)cc1	0
31	COC(=O)c1c(NC(=O)c2csc3ccccc23)sc2c1-c1ccccc1CC2	3
20	Cc1ccc(OCC(=O)Nc2cccc(-c3nc4ncccc4o3)c2)c(C)c1	-35
39	O=C(NCc1ccc2c(c1)OCO2)C1CCC(=O)N1Cc1ccc(F)cc1 (configuration not stated)	-2
3	COC(=O)NC1CSCC1OC(=O)CCN1C(=O)c2ccccc2C1=O (configuration not stated)	-6
24	CCn1c(=NC(=O)CSC(C)=O)sc2cc(C(=O)OC)ccc21	-5
2	COc1cc(CN2CCN(c3cccc(C)c3C)CC2)cc(Br)c1O	-2
43	CCOc1ccc(-c2[nH]ncc2Oc2ccccc2OC)c(O)c1	-3
26	COc1ccc(-c2nnc(NC(=O)c3ccccc3C)o2)cc1	-3
10	O=C(NCc1ccc(F)cc1)c1cc(-c2cccs2)on1	-13
44	CNC(=O)Cn1cnc2c1c(=O)[nH]c(=O)n2C	-7
36	Cc1cccc(C)c1NS(=O)(=O)c1cccnc1	0
56	O=C(O)CN1C(=O)C2CC=CCC2C1=O (configuration not stated)	-1
8	Nc1nc2c(s1)CC(c1ccccc1)CC2 (configuration not stated)	-2
19	CC(C)NC(=O)COc1cccc(Cl)c1	-2

# Further results follow:
cpd	mol	14-3-3 PPI
61	CC(C)c1ccc(OCC(=O)Nc2ccc3c(c2)OCCO3)cc1	6
62	Cc1cc(I)ccc1NC(=O)c1sc2ncn(CC(=O)N3CCCC(C)C3)c(=O)c2c1C (configuration not stated)	-11
63	O=C(CCn1c(=S)oc2ccccc21)Nc1ccc(S(=O)(=O)NC(=O)c2ccccc2)cc1	-6
64	Cc1cccc(-n2ncc3c(Nc4ccc5ccccc5c4)ncnc32)c1	-2
65	CC1CCc2cccc3c2N1c1cc(C#N)c(C#N)cc1O3 (configuration not stated)	-4&-14
66	Cc1[nH]c2ccc(S(N)(=O)=O)cc2c1C	-7&-5
67	FC(F)(F)c1ccccc1CNCC1NCCc2ccccc21 (configuration not stated)	-4
68	Cc1ccc(-c2n[nH]c(=O)c3ccccc23)cc1S(=O)(=O)NCCO	-18
69	COc1cccc(CNC(=O)Cc2cn(C)c3ccccc23)c1	-3
70	COc1ccc2oc(=Nc3ccc(C(F)(F)F)cc3)c(C(=O)NC(C)=O)cc2c1	-4
71	O=C(Nc1nc(-c2cccs2)cs1)c1cccc(S(=O)(=O)N2CCCCC2)c1	-32
72	COc1nsc2cc([N+](=O)[O-])ccc12	5
73	COc1cccc(CNS(=O)(=O)c2ccc3c(c2)CCN3C(C)=O)c1	-7
74	CCN(CC)c1nc(N2CCOCC2)c(C#N)c2c1CN(C)CC2	2
75	O=C(CCC(=O)NC1CCN(Cc2ccccc2)CC1)NCc1ccco1	-2
76	COc1cccc(C2CC(c3ccc(OC)c(OC)c3OC)n3nnnc3N2)c1 (configuration not stated)	-8
77	COc1ccc(CNS(=O)(=O)c2cccs2)cc1	-2
78	CCOC(=O)C1=NNC(C(=O)c2ccccc2)C1c1ccc(Br)cc1 (configuration not stated)	2
79	CCOc1ccc(NC(=O)CC2SC(N)=NC2=O)cc1 (configuration not stated)	3
80	CC(=O)c1cccc(S(=O)(=O)N2CCCC(c3nc(-c4ccc(C)o4)no3)C2)c1 (configuration not stated)	-10
81	CCOc1cc2c(cc1OCC)C(c1ccc(Cl)cc1)OC(=O)C2 (configuration not stated)	4
82	CCOC(=O)C1CCCN(C(=O)Cn2nc(CC)n3c(cc4sccc43)c2=O)C1 (configuration not stated)	-6
83	Cc1cc(N2CCC(C)CC2)nc2ccc(NC(=O)COc3ccc(Cl)cc3)cc12	-16
84	CCCCN1C(=O)C(O)(CC(=O)c2ccc(C)cc2)c2ccccc21 (configuration not stated)	4
85	N#Cc1c(NC(=O)CN2CCCCC2)sc2c1CCC2	-20&-21
86	O=C(CSc1nnc(COc2ccccc2)n1Cc1ccco1)Nc1ccc2c(c1)OCCO2	-5
87	Cc1ccc(-n2c(-c3ccncc3)n[nH]c2=S)c(C)c1	3
88	CCC1CCCCN1C(=O)c1ccc([N+](=O)[O-])o1 (configuration not stated)	-12
89	COc1cccc(NS(=O)(=O)c2ccc3c(c2)C2C=CCC2C(c2ccccc2Cl)N3)c1 (configuration not stated)	-132
90	O=C(NC(c1ccccc1)c1ccccc1)C(c1ccc(Cl)cc1)N1CCOCC1 (configuration not stated)	2
91	CCCCOC(=O)c1ccc(N2C(=O)CC(N3CCN(C/C=C/c4ccccc4)CC3)C2=O)cc1 (configuration not stated)	-7
92	CN(Cc1cnc2nc(N)nc(N)c2n1)c1ccc(C(=O)N[C@@H](CCC(=O)O)C(=O)O)cc1	-1
93	COc1nc(NCc2cccnc2)nc(OC)n1	1&2
94	N#Cc1c(N)sc(=S)c2c1CCN(Cc1ccccc1)C2	-6
95	Cc1cccc(C)c1NC(=O)C1(NC(=O)Cn2cccc([N+](=O)[O-])c2=O)CCCCC1	-228
96	COc1cc(OC)c(S(=O)(=O)NCc2ccco2)cc1S(=O)(=O)NCc1ccco1	-2
97	N#Cc1cc2nc(O)c(O)nc2cc1[N+](=O)[O-]	0
98	CCN1CCN(C(c2cccnc2)c2c(NC(=O)c3ccco3)sc(C)c2C)CC1 (configuration not stated)	-6
99	O=C(NC1CCCCC1)C1CCCN(S(=O)(=O)c2cccc3nonc23)C1 (configuration not stated)	-190
100	Cc1cccc(S(=O)(=O)N2CCSC2c2ccc([N+](=O)[O-])cc2)c1 (configuration not stated)	7
101	NC(=O)CSc1nc2c(c(=O)n1-c1cccc(Br)c1)C1(CCCCC1)Cc1ccccc1-2	-2
102	Cc1cc(C)nc(N2C(=O)CC(C(=O)O)NC2=NCCc2c[nH]c3ccccc23)n1 (configuration not stated)	-8
103	COc1nc(Oc2ccc(=O)n(C)n2)nc(N(C)C)n1	1
104	O=C(Nc1ccc2c(c1)OCO2)NC1CCN(Cc2ccccc2)CC1	-2
105	Brc1ccc(-c2nnc(-c3ccco3)o2)cc1	-2
106	Cc1cc(Nc2cccc(C(F)(F)F)c2)nc(NCc2ccccc2)n1	-12
107	CC(C)(C)C1CCc2onc(C(=O)NCc3ccc(F)cc3)c2C1 (configuration not stated)	3
108	CCOC(=O)c1c(NC(=O)c2ccc(S(=O)(=O)N3CC(C)CC(C)C3)cc2)sc2c1CCC(C)C2 (configuration not stated)	1
109	COc1cccc(C2=NN(C(=O)c3ccc(F)cc3)C(O)(C(F)(F)F)C2)c1 (configuration not stated)	4
110	CC1CCN(S(=O)(=O)N2CCC(C(=O)N3CCCC3)CC2)CC1	-4
111	COc1ccc(NC(=O)c2cc3ccccc3o2)c(OC)c1	-9
112	Cc1cccc(NC(=O)CNS(=O)(=O)c2cccs2)n1	-3
113	COc1ccccc1NC(=O)CSC1CC(=O)N(c2ccc3c(c2)OCO3)C1=O (configuration not stated)	-4
114	CCC(C)(C)n1nnnc1C(C(C)C)N1CCN(C)CC1 (configuration not stated)	3
115	COc1ccc(CCNC(=O)c2cc(Cl)ccc2OC)cc1	-7
116	CCN(CC)c1ccc(NC(=O)c2ccc(OC)c(OC)c2)cc1	1
117	COc1cc(NC(=O)C2c3ccccc3C(=O)N(C)C2c2cccs2)cc(OC)c1OC (configuration not stated)	2
118	COc1ccccc1C1C(C(=O)Nc2ccc(Br)cn2)=C(C)NC2=C1C(=O)CCC2 (configuration not stated)	1
119	CCCOC(=O)c1ccc(NC(=O)c2cccs2)cc1	1
120	CC1Cn2c(nc3sc4c(c3c2=O)CCC4)N1CCO (configuration not stated)	-3

# From PubChem
